XIAP displacement: XIAP antagonists, biochemical, IAP family, fluorescence polarization (AID 1018). XIAP BIR domain, fluorescence polarization peptide displacement; higher % means a stronger effect. one-dose displacement, % at 20 µM; IC50 in µM for titrated hits. 200,000 tested, 0.007% active; in the data active = displacement above about 50%; note: a part of the inactive calls stands beside numbers as strong as those of hits
Yfh1-off respiration: mitochondrial function rescue without frataxin homolog – Friedreich's ataxia, plus single-dose screen, dose response (AID 1465); S. cerevisiae Yfh1-off respiration, WST-1 reduction, 72 h; higher fold induction means a stronger effect; 220,000 tested, 0.074% active; fold induction at 50 µM, or EC50 in µM where a hit was titrated;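 active = fold induction of absorbance versus untreated yeast above a set limit, then at least 30% activation at any dose in follow-up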;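 note: activators that raise dye reduction in frataxin-depleted yeast; strong numbers were not always called active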
RSV CPE inhibition: RSV antiviral activity via CPE protection, HEp-2 cells, primary 10 µM value included (AID 2391) | HEp-2 cells, RSV-induced CPE inhibition; higher % means a stronger effect | CPE inhibition, % at 10 µM; hits with a dose series show IC50 in µM | 310,000 tested, 0.13% active; in the data active = a potency from the dose series; note: strong numbers were not always called active
WT yeast gro inh: growth inhibition of WT yeast, mitochondrial fusion screen | 190,000 tested, 2.1% active | inhibition, % at 10 µM | mitochondrial fusion phenotypic screen, WT strain; in the data active = inhibition above about 58%; tested in S. cerevisiae
West Nile antiviral: inhibition of WNV-induced cytopathic effect – cell-based, CPE readout (AID 1621). West Nile virus-infected cells, CPE inhibition; higher % means a stronger effect. 290,000 tested, 0.02% active. CPE inhibition, % at 10 µM; hits with a dose series show IC50 in µM; in the data active = a potency from the dose series; note: strong numbers were not always called active
K1F lysis inhibition: inhibition of K1F phage lysis, E. coli UTI89, bacterial capsule biogenesis inhibitors, alamar blue (AID 488966); E. coli UTI89 K1F phage lysis, alamar blue, 2 h; higher % means a stronger effect; inhibition, % at 100 µM, or IC50 in µM where a hit was titrated; 340,000 tested, 0.02% active;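 active = phage lysis inhibition, versus mean bacterial control, above a set limit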;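 note: capsule biogenesis inhibitors block K1F phage lysis so surviving cells raise fluorescence; higher fluorescence means more inhibition of phage lysis; actives were called in the ten point dose series up to 300 µM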
Dengue-2 NS5 capping: flavivirus cap methylation enzyme inhibition – biochemical, confirmation dose response, primary screen (AID 588689); inhibition, % at 25 µM; hits with a dose series show IC50 in µM; 340,000 tested, 0.3% active; Dengue-2 NS5 methyltransferase capping enzyme assay, biochemical; higher % means a stronger effect; in the data active = a potency from the dose series
CSM14.1 death rescue: rescue of cells from ER stress-induced death, primary screen, 384-well, CSM14.1, thapsigargin, ATP luminescence (AID 1222) | CSM14.1 thapsigargin-induced death rescue, ATP luminescence; higher % means a stronger effect | cellular ATP content (survival), % at 20 µM; hits with a dose series show EC50 in µM | 190,000 tested, under 10 active;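 active = EC50 below 50 µM in the dose-response confirmation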;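 note: death triggered by thapsigargin at about 15 µM added after 2 h compound pretreatment; cell ATP read after overnight thapsigargin exposure of roughly 18 to 22 hours; normalized against plate controls of thapsigargin alone and 5% DMSO vehicle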
Large T inhibition: TAg ATPase/helicase activity blockers – biochemical (AID 1903). SV40 large T antigen ATPase/helicase inhibition assay; higher % means a stronger effect. inhibition, % at 20 µM, or IC50 in µM where a hit was titrated. 310,000 tested, 0.39% active; in the data active = a potency from the dose series; note: strong numbers were not always called active
WT yeast gro inh mutant strain: further read-out of WT yeast gro inh, marked with its call; inhibition, %; mitochondrial fusion phenotypic screen, mutant strain inhibition
Dengue-2 NS5 capping pilot replicate: further read-out of Dengue-2 NS5 capping, marked with its call; inhibition, %; measured here: pilot screen replicate inhibition
* hit, by the source's call; i = inactive; · = no result given; [ ] = remark or other dose.

SMILES | XIAP displacement | Yfh1-off respiration | RSV CPE inhibition | WT yeast gro inh | WT yeast gro inh mutant strain | West Nile antiviral | K1F lysis inhibition | Dengue-2 NS5 capping | CSM14.1 death rescue | Large T inhibition | others
O=C(CC1S/C(=N\S(=O)(=O)c2ccccc2)N(c2ccccc2)C1=O)Nc1ccc(F)cc1 (stereo not drawn) | -3.5% | i | 0.7% | -18.5 | 0.7 | 0.1% | 2.2% | -0.7% | -4.5% | 19.4%
COCCNC(=O)c1ccccc1-c1nc(-c2ccccc2Cl)no1 | -5.9% | i | 2.8% | 15.7 | 13.6 | 0.3% | 1.3%[50 µM] | -8.1% | -3.4% | 16.2%
COc1ccc(CN2CCN(Cc3ccc(C)cc3)C(CCO)C2)cc1OC (stereo not drawn) | -8.2% | i | 1.4% | 0.4 | 3.1 | -0.6% | -0.1% | -7.7% | -1.2% | 9.8%
O=C1C(Cl)=C(NCC2CCCO2)C(=O)N1c1cccc(Cl)c1Cl (stereo not drawn) | -1.7% | i | 1.2% | -5.0 | 25.6 | 0.1% | 0.1% | -9.0% | -1.1% | 2.5%
Fc1ccccc1NC(=S)NCc1ccc(Cl)cc1 | · | · | 2.0% | · | · | -0.4% | -1.5% | -13.1% | · | 6.3%
COc1cccc2c1OCC/C2=N\NC(=O)C(C)Oc1ccc([N+](=O)[O-])cc1 (stereo not drawn) | -3.6% | i | 8.9% | -8.4 | -11.2 | -0.7% | -1.2% | 3.0% | -1.4% | 0.9%
O=C(NCCc1c[nH]c2ccc(Cl)cc12)c1ccc([N+](=O)[O-])cc1 | · | i | -0.3% | · | · | 0.3% | 0.0% | -8.7% | · | 11.3%
C#CCOc1ccc(/C=C2/C(=O)ON=C2C)cc1Cl | · | · | 1.2% | · | · | 0.1% | 0.2% | 97.1µM* | · | 18.3%
O=C(CSc1nc2ccccc2o1)N/N=C/c1ccccc1 | -3.0% | i | 1.6% | -1.2 | 13.0 | -0.1% | 1.1% | -6.5% | -2.6% | 12.4%
Cc1cc(C)c([N+](=O)[O-])cc1-c1ccc(/C=N/c2c(-c3ccco3)nc3ccccn23)o1 | 4.5% | i | 9.8% | 7.8 | -20.6 | -0.3% | -0.3% | 12.9% | 0.4% | 4.9%
CC(C)CCNC(=O)C1CC(=O)N(CCc2ccccc2)C1 (stereo not drawn) | · | · | 0.8% | · | · | 0.1% | -0.1% | 2.0% | · | 4.1%
COc1ccc(F)cc1S(=O)(=O)N1CCCCC1 | · | i | 2.4% | · | · | 0.2% | 0.0% | 1.7% | · | 2.5%
CCNC(=S)Nc1cccc(F)c1C | -3.6% | i | -0.1% | 8.7 | 16.9 | -0.1% | · | · | 0.3% | 3.8%
Cc1nc(N2CCN(C)CC2)c2sc(=S)n(C)c2n1 | -1.7% | i | -1.0% | -19.4 | 10.5 | 1.1% | 1.7% | -2.2% | -0.9% | 2.9%
CC(=O)Nc1ccc(S(=O)(=O)N2CCN(c3cc(C)nc4ncnn34)CC2)cc1 | -5.1% | i | -1.4% | -0.8 | 1.6 | -0.1% | 0.3% | -9.0% | -0.4% | 2.1%
CNc1nc(-c2ccccc2)cc(-c2ccccc2)n1 | · | · | 1.5% | · | · | -0.3% | 0.4% | · | · | -0.2%
COc1ccc(CN2CNc3nc4ccccc4n3C2)cc1 | -3.4% | i | 1.7% | -31.5 | -23.8 | 1.4% | -0.7% | 0.0% | -1.1% | -2.2% | Dengue-2 NS5 capping pilot replicate=2.7
Cc1c(CC(=O)O)c(=O)oc2cc(OCc3ccc(Cl)cc3)ccc12 | · | · | 6.7% | · | · | 0.7% | 0.2% | -5.9% | · | 5.6%
COc1ccc(NC(=O)CN(C)C(=O)c2cc(-c3ccc(OC)cc3)nc3ccccc23)cc1 | · | · | -2.5% | · | · | · | -0.2%[50 µM] | -5.0% | · | 9.9%
CN1CCN(S(=O)(=O)c2ccc(Oc3ccc(Br)cc3F)nc2)CC1 | · | · | 2.6% | · | · | · | 0.6%[50 µM] | 1.5% | · | 8.3%
CCOC(=O)c1cc(NC(=O)c2ccco2)ccc1N1CCOCC1 | -2.7% | i | 1.4% | -7.6 | -3.5 | -0.4% | -0.1% | -5.3% | 0.0% | -1.5%
COc1ccc(C2/C(=C(\O)c3ccc4c(c3)CC(C)O4)C(=O)C(=O)N2Cc2cccnc2)c(OC)c1 (stereo not drawn) | · | · | 1.8% | · | · | -0.2% | 0.1% | 2.6% | · | 12.2%
Cc1nnc(N2C(=O)C(O)=C(C(=O)c3ccco3)C2c2cccc([N+](=O)[O-])c2)s1 (stereo not drawn) | · | · | 0.0% | · | · | 0.2% | -1.0%[50 µM] | 0.7% | · | 12.5%
COc1ccc(S(=O)(=O)N2CCC(N3CCN(c4ccccc4OC)CC3)CC2)cc1 | · | i | -1.0% | · | · | 1.0% | -0.1% | -11.9% | · | 13.6%
COc1ccc(CCNc2oc(COc3ccc(F)cc3)nc2C#N)cc1 | -6.2% | i | 18.1% | 29.4 | 14.9 | -0.7% | 1.7% | -3.9% | -1.5% | 8.5%

Molecules from the list above with four or more nitrogen atoms:
SMILES | XIAP displacement | Yfh1-off respiration | RSV CPE inhibition | WT yeast gro inh | WT yeast gro inh mutant strain | West Nile antiviral | K1F lysis inhibition | Dengue-2 NS5 capping | CSM14.1 death rescue | Large T inhibition | others
Cc1cc(C)c([N+](=O)[O-])cc1-c1ccc(/C=N/c2c(-c3ccco3)nc3ccccn23)o1 | 4.5% | i | 9.8% | 7.8 | -20.6 | -0.3% | -0.3% | 12.9% | 0.4% | 4.9%
Cc1nc(N2CCN(C)CC2)c2sc(=S)n(C)c2n1 | -1.7% | i | -1.0% | -19.4 | 10.5 | 1.1% | 1.7% | -2.2% | -0.9% | 2.9%
CC(=O)Nc1ccc(S(=O)(=O)N2CCN(c3cc(C)nc4ncnn34)CC2)cc1 | -5.1% | i | -1.4% | -0.8 | 1.6 | -0.1% | 0.3% | -9.0% | -0.4% | 2.1%
COc1ccc(CN2CNc3nc4ccccc4n3C2)cc1 | -3.4% | i | 1.7% | -31.5 | -23.8 | 1.4% | -0.7% | 0.0% | -1.1% | -2.2% | Dengue-2 NS5 capping pilot replicate=2.7
Cc1nnc(N2C(=O)C(O)=C(C(=O)c3ccco3)C2c2cccc([N+](=O)[O-])c2)s1 (stereo not drawn) | · | · | 0.0% | · | · | 0.2% | -1.0%[50 µM] | 0.7% | · | 12.5%

The listing continues.
SMILES | XIAP displacement | Yfh1-off respiration | RSV CPE inhibition | WT yeast gro inh | WT yeast gro inh mutant strain | West Nile antiviral | K1F lysis inhibition | Dengue-2 NS5 capping | CSM14.1 death rescue | Large T inhibition | others
Cc1cc(=O)n(Cc2ccccc2)c2c(C)cccc12 | · | · | 2.8% | · | · | 0.3% | -0.1% | 2.6% | · | 6.9%
O=C(CN1C(=O)COc2ccccc21)N(Cc1ccc2c(c1)OCO2)CC1CCCO1 (stereo not drawn) | -4.0% | i | -0.2% | -8.9 | -9.1 | -0.8% | 2.7% | -4.0% | -1.2% | 7.1%
COc1ccc(OCCCC(=O)N(C)CC(=O)Nc2c(C)cccc2C)cc1 | · | · | -1.6% | · | · | · | -0.1%[50 µM] | -5.1% | · | 12.6%
O=c1[nH]c(=O)n([C@H]2C[C@H](O)[C@@H](CO)O2)cc1F | -14.9% | i | 0.4% | -4.8 | -10.4 | 1.6% | -10.8% | -2.9% | -1.5% | 5.2%
CC1=C(C(=O)Nc2ccccc2)C(c2ccc(C)o2)n2c(s/c(=C\c3ccco3)c2=O)=N1 (stereo not drawn) | -11.2% | i | · | -10.6 | -30.4 | -0.9% | 5.0% | 10.4% | 0.2% | ·
COc1cc(C(=O)OCC(=O)NC(N)=O)cc(CN2C(=O)c3ccccc3C2=O)c1OC | · | · | 3.7% | · | · | -0.2% | 0.1% | -9.9% | · | 11.7%
O=C(NC1CCCCC1NC(=O)c1cccs1)c1cccs1 (stereo not drawn) | -5.1% | i | 1.0% | 15.5 | 3.7 | -0.2% | 3.4% | -3.7% | -6.5% | 5.7%
COc1cc(CNCCc2ccc(F)cc2)ccc1OCc1ccc(Cl)nc1 | -9.3% | i | -2.7% | 16.4 | -3.6 | -0.6% | 0.6% | -6.5% | -1.8% | -3.7%
O=C(OCc1ccccc1)c1ccc(Br)o1 | -2.3% | i | -0.7% | -3.5 | 9.8 | 0.1% | -0.2% | 5.5% | · | 2.9%
O=C(N/N=C/c1ccc[nH]1)c1ccc2c(c1)OCO2 | -7.2% | i | 1.4% | -19.7 | 13.3 | -0.2% | 0.3% | -3.0% | -1.3% | 11.9%
Cn1ccnc1C(O)c1cc(C(C)(C)C)c(O)c(C(C)(C)C)c1 (stereo not drawn) | -1.7% | i | 1.9% | 6.8 | 20.6 | -0.1% | 3.7% | -11.5% | -1.1% | 9.3%
Cc1ccc(NC(=O)C2=CC(c3ccc(C)cc3)=NS(=O)(=O)N2C)cc1 | · | · | 0.9% | · | · | -0.9% | 4.3% | 0.0% | · | 3.3%
O=C1COc2ccc(S(=O)(=O)Nc3ccc4c(c3)OCO4)cc2N1 | -6.1% | i | 0.1% | 13.8 | -3.2 | -0.3% | 0.3% | · | · | 23.8%
COCCN(C(=S)Nc1ccc(C)c(C)c1)C(C)c1ccco1 (stereo not drawn) | -7.9% | i | 1.6% | 60.0* | 10.7* | -1.1% | 0.1% | -4.6% | -0.3% | 13.4%
COc1ccc(CCNC(=O)Cn2c(=O)c3cccn3c3cccnc32)c(OC)c1OC | · | · | 2.7% | · | · | 0.1% | 0.3% | -7.8% | · | 6.5%
CCNC(=O)NC(=O)CSc1ccc2ccccc2c1 | -4.5% | i | -0.7% | -19.5 | 6.6 | -0.5% | 0.2% | -0.7% | 1.1% | 0.2%
Clc1cccc(Cl)c1-c1nnc2cccc(Cl)n12 | -0.9% | i | 3.8% | -27.4 | -16.1 | -0.5% | 0.7% | 4.0% | -1.6% | 18.1%
CCOc1ccc(C(CC(=O)O)NC(=O)COc2ccccc2)cc1OC (stereo not drawn) | -5.9% | i | 0.5% | -37.1 | -6.2 | 0.1% | 0.8% | -1.7% | -0.2% | 6.6%
CCN(CC)S(=O)(=O)c1cccc(NC(=O)COC(=O)c2n[nH]c(=O)c3ccccc23)c1 | -6.0% | i | 0.4% | 5.8 | 3.7 | 0.6% | 0.4% | -4.2% | 2.8% | 3.3%
Cc1ccc(-n2c(-c3ccc(Br)cc3)c[n+]3c2CCc2ccc4cccnc4c2-3)cc1 | -2.6% | i | -4.2% | -31.9 | -30.0 | -1.4% | -9.6% | -2.4% | -0.5% | 8.3%
O=C(O)CNc1ccc(S(=O)(=O)C(F)(F)F)cc1[N+](=O)[O-] | · | i | 2.4% | · | · | -0.5% | 0.0% | -9.5% | · | 6.0%

Screening results from PubChem.
